# INS promoter inh: TRM-6 insulin promoter activity inhibition; inhibition, % at 2 µM; 130,000 tested, 0.9% active; TRM-6 cells (human fetal islet line), insulin promoter-eGFP reporter, imaging; reporter expression induced with tamoxifen;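 active = inhibition above the mean plus 3 SD, with well images judged a real hit on visual review, cut at about 60% in these data, passing the limit was not always enough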
# sdo1 growth: compounds rescuing growth of sdo1-depleted yeast, bone marrow failure model. z-score at 10 µM. 140,000 tested, 0.21% active. S. cerevisiae sdo1-depleted JHY4D growth rescue, OD600 30 h; active compounds read high; pdr5 snq2 efflux-pump mutant strain;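 active = z-score above 3 at both the 24 hr and the 30 hr optical density reads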;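 note: z-score against mean and SD of all compound wells on the same plate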
# sdo1 growth Rescue 24 h: also measured in sdo1 growth; calls as there; z-score; S. cerevisiae sdo1-depleted JHY4D growth rescue, OD600; measured here: growth rescue at 24 h;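 0 is the plate mean of compound wells and units are plate SD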
# Starred values were filed as active, the others as inactive; nt = not tested or not shown.
SMILES	INS promoter inh	sdo1 growth	sdo1 growth Rescue 24 h
Cc1onc(-c2ccccc2)c1C(N)=O	nt	0.03	-0.44
CCC(=O)N1N=C(c2c(-c3ccccc3)c3cc(Cl)ccc3[nH]c2=O)CC1c1ccco1 (stereo not drawn)	nt	-0.19	0.34
O=C(O)CCN1C(=O)CC(N2C(=O)/C(=C/c3ccc(Cl)cc3)SC2=S)C1=O (stereo not drawn)	32	-0.79	-1.2
O=C(CN1CCN(c2ccccc2Cl)CC1)NC1CCCc2ccccc21 (stereo not drawn)	-31	-0.95	-1.2
Cc1nc2ccc(S(=O)(=O)N(C)CC(=O)N3CCc4ccccc4C3)cc2s1	14	-0.85	-1.1
O=c1cc(CO)oc(CN2CCN(Cc3ccccc3)CC2)c1O	4	0.12	-0.08
CCOC(=O)c1cc(-c2ccccc2)n(CCC(=O)O)c1C	-9	0.04	0.38
C=CCOc1ccc(Cl)cc1CNCCCN1CCOCC1	7	0.6	-0.35
CC(C)(C)C(=O)NNC(=O)CCCOc1ccc(Cl)cc1Cl	nt	0.44	-0.04
Cc1ccccc1C(=O)NC(=S)Nc1ccc(S(=O)(=O)N(C)c2ccccc2)cc1	60	-0.49	-0.12
O=C(Nc1ccc2c(c1)OCCO2)C1CCCN(S(=O)(=O)c2cccs2)C1 (stereo not drawn)	-27	-0.23	-0.72
CCOc1nc(OCC)nc(-n2cc(-c3ccccc3)nn2)n1	-44	-1.1	-1.1
COc1ccc(Oc2nc(SC)nc3ccsc23)cc1	7	-0.52	-0.08
Cc1c(/C=N/N2C(=O)C3C4C=CC(C4)C3C2=O)c2ccccc2n1C (stereo not drawn)	nt	-0.11	-0.34
Cc1ccc(CSc2nnc(Nc3ccc(C)cc3)s2)cc1	44	-0.93	-0.31
c1ccc(Sc2cccc3ccccc23)c(CNC2=NCCN2)c1	-28	-2	-1.3
CCOC(=O)C1=C(C)N=C2SC(C(=O)OC)=CC(=O)N2C1c1ccc(OC)cc1 (stereo not drawn)	-29	nt	nt
Cc1nnc(NC(=O)c2ccc(S(=O)(=O)N3CCCCCC3)cc2)o1	0	0.62	0.44
COc1ccc(N2C(=O)CCC(C(=O)N3CCCCC3)C2c2ccc(OC)c(OC)c2)cc1 (stereo not drawn)	3	0.58	0.21
Cc1nn(-c2ccccc2)c(C)c1C(=O)OCC(=O)N(C)C1CCS(=O)(=O)C1 (stereo not drawn)	0	nt	nt

# Compound profiles, as listed above. Order of screens: INS promoter inh	sdo1 growth	sdo1 growth Rescue 24 h
# CCOC(=O)c1cc(-c2ccccc2)n(CCC(=O)O)c1C across the screens: -9	0.04	0.38
# CCOc1nc(OCC)nc(-n2cc(-c3ccccc3)nn2)n1 across the screens: -44	-1.1	-1.1
# Cc1ccc(CSc2nnc(Nc3ccc(C)cc3)s2)cc1 across the screens: 44	-0.93	-0.31
# COc1ccc(N2C(=O)CCC(C(=O)N3CCCCC3)C2c2ccc(OC)c(OC)c2)cc1 (stereo not drawn) across the screens: 3	0.58	0.21
# Cc1c(/C=N/N2C(=O)C3C4C=CC(C4)C3C2=O)c2ccccc2n1C (stereo not drawn) across the screens: nt	-0.11	-0.34

# Next section
SMILES	INS promoter inh	sdo1 growth	sdo1 growth Rescue 24 h
O=C(c1cn(-c2ccccc2)nc1-c1ccc(Cl)s1)N1CCOCC1	7	-0.28	-0.24
CCOC(=O)C1CCCCN1Cc1cccc(OC)c1OC (stereo not drawn)	-65	1.1	1.6
O=C(c1cccc(N2C(=O)C3C4C=CC(C4)C3C2=O)c1)N1CCN(c2ccccc2)CC1 (stereo not drawn)	17	nt	nt
Cc1cc(NCCN2CCOCC2)n2nc(C)c(-c3ccc(Cl)cc3)c2n1	53	0.93	0.33
O=C1c2cccnc2C(Nc2ccc(S(=O)(=O)N3CCCCCC3)cc2)N1Cc1ccccc1 (stereo not drawn)	36	-0.02	-0.13
N#CC1=C(N)Oc2c(oc(CO)cc2=O)C1c1ccsc1 (stereo not drawn)	-31	0.77	-0.04
CC(C)CC(=O)Nc1nnc(SCC(=O)Nc2ccc3c(c2)OCO3)s1	nt	0.53	0.56
Cc1cc(C)cc(N=Cc2ccc([N+](=O)[O-])s2)c1	-100	-2.1	-0.98
O=C(Cn1c(C(=O)N2CCc3ccccc3C2)cc2sccc21)c1ccccc1	nt	-0.95	-0.65
Cc1cc(CNC(=O)c2cc(Br)ccc2Cl)nn1C	19	0.99	1.1
Cc1nnc(NC2CCCCC2)[nH]c1=O	3	0.42	-0.24
Cc1cc([N+](=O)[O-])nn1CCCC(=O)Nc1sc2c(c1C(N)=O)CCC(C)C2 (stereo not drawn)	-24	0.07	-0.07
Cc1ccc(-c2cc(C(=O)N/N=C/c3ccco3)[nH]n2)cc1	nt	0.94	1.1
CCOC(=O)C(Cc1ccccc1)NC(=O)CNC(=O)CNC(=O)OCc1ccccc1 (stereo not drawn)	-20	0.21	0.32
Cn1c(C(=O)N2CCCC(C(=O)NCCN3CCOCC3)C2)cc2sccc21 (stereo not drawn)	nt	1.2	0.44
COc1cc(-c2nc(C(F)(F)F)c(OC)o2)cc(OC)c1OC	-11	-0.39	0.2
C/C(=N\OCc1ccc(C#N)cc1)c1ccccc1	-75	nt	nt
CC(C)N(CCn1c(=S)[nH]c2ccccc2c1=O)C(C)C	48	0.36	-0.52
CN(C)CCC(=O)c1ccc(Cl)cc1	nt	0.43	1.3
Cc1ccc2c(c1)/C(=N/N1C(=O)c3ccccc3C1=O)C(=O)N2	26	0.47	0.29
O=C1C2C(c3ccccc3)C=CC(c3ccccc3)C2C(=O)N1CCCO (stereo not drawn)	3	-1.8	-1.3
C=C(C)c1cccc(C(C)(C)NC(=O)N2CCN(c3ncccn3)CC2)c1	-52	nt	nt
COc1c(F)c(F)c(C(=O)Nc2ccc(N3CCN(C(C)=O)CC3)c(Cl)c2)c(F)c1F	-27	-0.58	0.45
CCc1nnc(NC(=O)CSc2nnc(C)n2CC2CCCO2)s1 (stereo not drawn)	nt	1.3	1.4
CCN(CC)C(=O)CN(c1cccc(C(F)(F)F)c1)S(C)(=O)=O	-17	-0.12	-1
COc1cccc(C(=O)c2c[nH]c(C(=O)NCc3ccco3)c2)c1	7	-0.26	-0.76
Cc1ccc(Oc2ccc(Cl)cc2NC(=O)c2cnccn2)cc1	8	0.77	0.57
FC(F)(F)COc1nc(N2CCOCC2)nc(N(c2ccccc2)c2ccccc2)n1	-38	-0.77	-0.5
COc1cc(-c2nnc(SCC(=O)Nc3cc(C)on3)n2C)cc(OC)c1O	-19	0.9	0.97
CCOC(=O)C(C)Sc1ncc(-c2ccccc2)cn1 (stereo not drawn)	0	nt	nt
O=C(C1=NN[C@@H]2C(=O)N(c3cccc(F)c3)C(=O)[C@H]12)C(c1ccccc1)c1ccccc1	nt	0.61	0.18
Cc1ccc(COCC(CC(C)C)N2CCN(C(=O)c3cccc(C(F)(F)F)c3)CCC2=O)cc1 (stereo not drawn)	-70	-0.13	-0.62
Cn1cnc2cc(NS(=O)(=O)c3ccc(Br)cc3)ccc21	3	0.11	-0.26
Cc1ccc(SCc2cn3cccnc3n2)cc1	23	0.9	0.47
O=C(CSc1nc(-c2ccccc2)cc(=O)[nH]1)Nc1ccccn1	-60	-0.41	-0.86
CC(C)CNS(=O)(=O)c1cc(C(=O)OCC(=O)c2ccc3c(c2)OCCO3)c(Cl)cc1Cl	7	-0.03	0.99
CCCN(CCC)S(=O)(=O)c1ccc(C(=O)NCc2ccc3c(c2)OCO3)cc1	nt	0.43	0.69
Cc1ccc(NC(=O)Cn2cccc2)cc1Cl	-121	0.49	-0.59
CN1/C(=C/C=N/NC(=O)c2ccc([N+](=O)[O-])cc2)C(C)(C)c2ccccc21	25	0.71	1.5
Cc1sc2nc(CSCC(=O)N(CCC#N)c3ccccc3)[nH]c(=O)c2c1C	-107	nt	nt
N#Cc1cccc(NC(=O)Nc2cccs2)c1	55	0.71	-0.63
Cc1ccc(C)c(NS(=O)(=O)c2cc(C(N)=O)ccc2C)c1	32	-0.18	-0.92
COC(=O)C1=C(C)N(C)C(=O)NC1c1cc(Cl)c(O)c(OC)c1 (stereo not drawn)	-29	1.1	1.1
CCOC(=O)C(Cc1c[nH]c2ccccc12)NC(=O)c1ccco1 (stereo not drawn)	9	0.51	-0.77
Cc1cc2nc(CN(C)Cc3c(C(=O)N(C)C)nc4ccc(Cl)cn34)[nH]c2cc1C	-7	nt	nt
COc1ccc(C(=O)N/N=C(\c2ccccc2)c2ccccn2)cc1	-15	-1.4	-0.7
CC(=O)C1=C(C)N(c2ccccc2)C(=O)C1(NS(=O)(=O)c1ccc(N)cc1)C(F)(F)F (stereo not drawn)	22	nt	nt
COCN(C#N)c1nc(OC)nc(OC)n1	37	0	-0.61
CCCc1cc(=O)oc2cc(OCC(=O)Nc3ccc4c(c3)OCCO4)ccc12	-29	-1.2	-0.22
CCCCC(CC)C(=O)Nc1ccc(Cl)cn1 (stereo not drawn)	29	-0.8	-1.1
O=C(Nc1ccccn1)c1cccc(S(=O)(=O)N2CCOCC2)c1	-40	-0.94	-1.4
O=C(c1cccnc1)c1cccnc1	-12	0.85	0.02
O=C(c1ccc2c(c1)OCCO2)N1CCN(Cc2ccccc2)CC1	-11	0.09	-0.93
CC(C)Cn1c(=O)c2ccccc2n2c(SCC(=O)N3c4ccccc4CC3C)nnc12 (stereo not drawn)	19	-1.7	-1.2
COc1ccc(NC(=O)CSc2nc(N)c3cc4c(nc3n2)CCCC4)c(OC)c1	nt	0.29	-0.49
COc1ccc2nc(Nc3nc(CSc4nnnn4-c4ccccc4)cc(=O)[nH]3)nc(C)c2c1	14	0.21	1.3
O=C(NCc1ccccc1)C1COc2ccccc2O1 (stereo not drawn)	7	0.6	0.52
O=C(Nc1ncnc2c1CCC2)C12CC3CC(CC(C3)C1)C2	nt	-0.24	-1.5
COc1ccc(/C=C2\S/C(=N/S(=O)(=O)c3cccs3)NC2=O)cc1	-13	nt	nt
Cc1ccc(S(=O)(=O)N2CCC(O)(c3cccnc3)CC2)cc1	-34	0.09	-0.32

# Other compounds follow:
SMILES	INS promoter inh	sdo1 growth	sdo1 growth Rescue 24 h
Cc1cccc(-c2nc(C#N)c(N3CCCCCC3)o2)c1	-12	-1.5	-1.7
CC(Cc1ccccc1)NC(=O)C1(c2ccccc2)CCOCC1 (stereo not drawn)	-40	-0.96	-1.4
COc1ccc(C2C(CC(=O)O)=C(O)C(=O)N2c2ccccc2)cc1 (stereo not drawn)	-18	0.84	-0.05
O=C(Cc1csc(NC(=O)c2ccccc2)n1)NO	-22	nt	nt
NC(=O)CSc1nnc(C2CC2)n1Cc1ccccc1	nt	0.04	-0.4
CCCCN(CC)C(=S)Nc1ccc2nc3n(c(=O)c2c1)CCCCC3	12	0.65	0.47
Cc1ccc(C(=O)N2CCN(c3cc4c(cc3[N+](=O)[O-])n(C)c(=O)n4C)CC2)cc1	nt	-0.58	-0.13
COc1ccc(C(c2nnnn2C2CCCC2)N2CCC(C)CC2)cc1 (stereo not drawn)	nt	-1.6	-0.41
CC1CCC2(CC1)NC(=O)N(CC(=O)Nc1ccc3c(c1)OCCO3)C2=O (stereo not drawn)	-27	nt	nt
CCc1ccc(NC(=S)Nc2ccc3cn[nH]c3c2)cc1	43	-0.3	-0.01
Cc1nc2ccccc2c(=O)n1NC(=O)c1ccc([N+](=O)[O-])cc1	56	nt	nt
CC(=O)c1ccc(N2CCN(C(=S)Nc3cc(C)ccc3C)CC2)cc1	44	-1.1	-0.25
Cc1ccc(C)c(S(=O)(=O)N2CCC(c3nc4c(nnn4Cc4ccc(F)cc4)c(=O)[nH]3)CC2)c1	-18	0.3	0.03
CCN1C(=O)CC(NCc2ccc3c(c2)OCO3)C1=O (stereo not drawn)	3	0.35	-0.19
Cc1cc(C)nc(N2CCC(CNC(=O)CCc3ccccc3)CC2)n1	-27	0.57	1.1
CC(=O)c1cccc(NC(=O)C(Sc2ncnc3ccccc23)c2ccccc2)c1 (stereo not drawn)	nt	-0.31	-0.12
COc1ccc(OCc2n[nH]c(=S)o2)cc1	-17	0.29	0.49
COC(=O)CSc1nnc(C2COc3ccccc3O2)n1-c1ccccc1 (stereo not drawn)	-1	-0.49	-0.26
Cc1csc(N(C(=O)Cc2ccccc2F)c2ccccc2)n1	-16	-0.16	-0.29
CC(C)C(c1nnnn1CC1CCCO1)N1CCN(Cc2ccc3c(c2)OCO3)CC1 (stereo not drawn)	8	0.51	0.6

# Some of the entries so far, with two lines to a compound:
# Below each compound – INS promoter inh	sdo1 growth	sdo1 growth Rescue 24 h
Cc1ccc(C)c(S(=O)(=O)N2CCC(c3nc4c(nnn4Cc4ccc(F)cc4)c(=O)[nH]3)CC2)c1
    -18	0.3	0.03
COc1ccc(C2C(CC(=O)O)=C(O)C(=O)N2c2ccccc2)cc1 (stereo not drawn)
    -18	0.84	-0.05
Cc1nc2ccccc2c(=O)n1NC(=O)c1ccc([N+](=O)[O-])cc1
    56	nt	nt
CCCCN(CC)C(=S)Nc1ccc2nc3n(c(=O)c2c1)CCCCC3
    12	0.65	0.47
CCc1ccc(NC(=S)Nc2ccc3cn[nH]c3c2)cc1
    43	-0.3	-0.01

# Other results:
SMILES	INS promoter inh	sdo1 growth	sdo1 growth Rescue 24 h
O=C(Cc1ccccc1)NCCC1=CCCCC1	-188	1.4	1.6
COc1ccc(Nc2nc(-c3ccccc3)c3ccccc3n2)cc1	nt	-0.4	-0.07
Cc1ccc(-n2nc3cc(C)c(NC(=O)c4cccnc4)cc3n2)cc1	nt	-0.65	0.23
O=C(COc1ccc(/C=N/NC(=O)c2ccccc2O)cc1)Nc1ccc([N+](=O)[O-])cc1	nt	0.05	1.6
